PfHsp40 rescue = compounds rescuing yeast from Plasmodium falciparum HSP40 toxicity; S. cerevisiae expressing PfHsp40, growth rescue, ATP luminescence; growth rescue, % at 12.5 µM; 340,000 tested, 0.68% active; AID 504582; in the data active = growth rescue above about 28%, passing the limit was not always enough; inconclusive = no clear call, values can overlap the other calls;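 note: yeast W303a lacking pdr1 and pdr3 grown in galactose medium; growth measured after three days at 30 °C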
Yp Topo-I inh = Y. pestis Topo-I inhibition via cleavage products; Y. pestis Topo-I cleavage product accumulation, plate reader; activity, % at 10 µM; 360,000 tested, 0.064% active; in the data active = activity above about 50%, passing the limit was not always enough; inconclusive = no clear call, values can overlap the other calls; note: inactives centre near 2
BoNT-A LC inh2 = BoNT A light chain protease inhibition; multiplex microsphere protease substrate cleavage, flow cytometry; inhibition, % at 10 µM; 360,000 tested, 0.17% active; note: plate controls were buffer without enzyme for full effect and enzyme alone for no effect
PriA SSB inh = blocks PriA binding to SSB C-terminal tail | AlphaScreen SSBct-PriA binding, biotinylated peptide | inhibition, % at 33 µM | 430,000 tested, 0.6% active | AID 1272365; in the data active = inhibition mostly above about 37%, no sharp cut-off; inactive = mostly below about 20%;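 note: plate controls were negative control peptide for no effect and reference peptide for full effect; strong numbers were not always called active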
BH1578 lux ind = induces V. cholerae light production without autoinducers | activation, % at 18.7 µM | AID 588436 | 350,000 tested, 0.16% active | V. cholerae BH1578 lux reporter, luminescence, 6 h; in the data active = activation mostly above about 9.7%, no sharp cut-off; inconclusive = no clear call, values can overlap the other calls; inactive = mostly below about 3.7%; note: not every result past the cut was called active; inactives centre near 0; reference of the scale not given here
DUSP3 inh = blocks human VHR1 dual specificity phosphatase | recombinant VHR phosphatase, pNPP absorbance | inhibition, % at 13.3 µM | 290,000 tested, 0.52% active | AID 1654; in the data active = inhibition above about 50%; note: some compounds called inactive have numbers as strong as hits
Anthrax LF prot = inhibitors of Bacillus anthracis lethal factor protease; P15917; multiplex microsphere protease cleavage assay, LF; inhibition, % at 10 µM; 360,000 tested, 0.12% active; note: plate controls were buffer without enzyme for full effect and enzyme alone for no effect
CCHF vOTU inh = CCHFV vOTU protease inhibition; Pep-AMC fluorescence; inhibition, % at 11.5 µM; 370,000 tested, 0.55% active; in the data active = inhibition above about 30%; note: 0% = vehicle wells with enzyme and 100% = no enzyme wells
3CLpro inhibitor = SARS-CoV 3CLpro protease inhibition; P0C6X7; recombinant SARS-CoV 3CLpro, quenched FRET peptide cleavage; inhibition, % at 6 µM; 290,000 tested, 0.14% active; AID 1706; in the data active = inhibition above about 12%
TcdB GH inh = blocks C. difficile toxin B glycohydrolase activity; TcdB glycohydrolase enzymatic assay, plate reader; inhibition, % at 9.99 µM; AID 652162; P18177; 350,000 tested, 0.24% active; in the data active = inhibition above about 10%
Target sequence (P18177 whole entry, looked up): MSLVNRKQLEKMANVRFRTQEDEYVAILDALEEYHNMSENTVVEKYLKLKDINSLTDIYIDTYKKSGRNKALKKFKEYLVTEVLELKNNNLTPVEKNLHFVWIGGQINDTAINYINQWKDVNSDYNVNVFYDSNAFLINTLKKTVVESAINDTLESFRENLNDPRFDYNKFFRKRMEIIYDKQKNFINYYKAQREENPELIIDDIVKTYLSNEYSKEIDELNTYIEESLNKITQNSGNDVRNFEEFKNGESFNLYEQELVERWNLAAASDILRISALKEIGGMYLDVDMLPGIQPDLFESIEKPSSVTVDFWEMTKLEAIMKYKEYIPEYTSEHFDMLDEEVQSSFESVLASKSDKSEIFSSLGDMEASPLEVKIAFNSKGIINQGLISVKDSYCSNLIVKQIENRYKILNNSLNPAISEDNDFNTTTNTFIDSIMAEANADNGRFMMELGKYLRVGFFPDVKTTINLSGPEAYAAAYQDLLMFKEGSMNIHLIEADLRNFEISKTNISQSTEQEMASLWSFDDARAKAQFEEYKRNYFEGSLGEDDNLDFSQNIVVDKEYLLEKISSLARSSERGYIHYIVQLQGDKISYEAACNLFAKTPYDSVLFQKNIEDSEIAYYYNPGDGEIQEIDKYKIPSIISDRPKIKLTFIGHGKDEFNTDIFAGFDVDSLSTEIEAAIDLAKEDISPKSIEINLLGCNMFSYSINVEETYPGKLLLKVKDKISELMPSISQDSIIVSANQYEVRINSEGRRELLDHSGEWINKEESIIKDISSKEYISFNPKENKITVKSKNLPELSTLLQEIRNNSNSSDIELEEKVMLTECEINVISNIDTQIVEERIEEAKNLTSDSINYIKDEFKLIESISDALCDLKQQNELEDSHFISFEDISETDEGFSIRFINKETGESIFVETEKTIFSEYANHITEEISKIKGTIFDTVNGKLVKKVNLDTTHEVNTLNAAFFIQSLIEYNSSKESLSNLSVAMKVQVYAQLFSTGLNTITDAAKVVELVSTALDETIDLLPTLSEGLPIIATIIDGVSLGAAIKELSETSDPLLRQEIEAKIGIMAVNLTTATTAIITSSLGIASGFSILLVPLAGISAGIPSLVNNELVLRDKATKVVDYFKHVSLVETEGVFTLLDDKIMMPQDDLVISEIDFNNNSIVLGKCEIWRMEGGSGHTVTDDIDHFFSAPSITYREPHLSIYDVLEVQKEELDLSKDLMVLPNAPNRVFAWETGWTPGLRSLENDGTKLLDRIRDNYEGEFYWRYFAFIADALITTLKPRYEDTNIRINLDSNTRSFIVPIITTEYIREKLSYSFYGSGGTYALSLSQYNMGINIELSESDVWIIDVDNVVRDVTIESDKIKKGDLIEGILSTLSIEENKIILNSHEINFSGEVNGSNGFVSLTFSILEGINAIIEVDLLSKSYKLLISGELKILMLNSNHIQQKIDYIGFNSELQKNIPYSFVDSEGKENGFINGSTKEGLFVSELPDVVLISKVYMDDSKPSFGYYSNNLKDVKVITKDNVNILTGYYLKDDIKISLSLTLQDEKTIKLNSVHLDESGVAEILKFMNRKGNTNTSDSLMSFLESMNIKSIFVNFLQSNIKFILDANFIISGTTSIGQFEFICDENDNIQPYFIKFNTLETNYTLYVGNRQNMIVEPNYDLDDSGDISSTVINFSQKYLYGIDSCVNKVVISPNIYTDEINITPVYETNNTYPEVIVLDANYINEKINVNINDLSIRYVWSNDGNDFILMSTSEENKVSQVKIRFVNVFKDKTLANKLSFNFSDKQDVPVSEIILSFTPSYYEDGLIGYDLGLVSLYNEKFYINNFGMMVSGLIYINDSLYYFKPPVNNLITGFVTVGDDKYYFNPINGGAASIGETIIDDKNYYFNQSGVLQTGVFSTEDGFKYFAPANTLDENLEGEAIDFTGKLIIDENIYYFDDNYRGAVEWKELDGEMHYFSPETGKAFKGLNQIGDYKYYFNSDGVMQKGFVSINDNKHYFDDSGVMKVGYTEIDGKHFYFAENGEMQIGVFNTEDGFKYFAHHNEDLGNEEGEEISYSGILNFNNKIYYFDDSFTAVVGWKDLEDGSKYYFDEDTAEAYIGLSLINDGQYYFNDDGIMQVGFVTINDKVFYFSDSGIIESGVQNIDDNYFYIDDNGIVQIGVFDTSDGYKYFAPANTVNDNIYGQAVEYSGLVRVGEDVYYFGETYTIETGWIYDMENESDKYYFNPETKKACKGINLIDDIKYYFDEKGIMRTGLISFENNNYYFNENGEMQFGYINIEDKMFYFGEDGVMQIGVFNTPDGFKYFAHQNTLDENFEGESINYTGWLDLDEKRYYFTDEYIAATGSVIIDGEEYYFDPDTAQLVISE
* hit, by the source's call; i = inactive; ? = inconclusive; / = no result given; & = joins results of further samples. Cut-off read from the data, not from the text of the source, unless noted: active = inhibition above about 30%; inconclusive = no clear call, values can overlap the other calls; inactive = below that. Not all compounds are listed; count on the stated rates, not on these rows.

SMILES	PfHsp40 rescue	Yp Topo-I inh	BoNT-A LC inh2	PriA SSB inh	BH1578 lux ind	DUSP3 inh	Anthrax LF prot	CCHF vOTU inh	3CLpro inhibitor	TcdB GH inh
O=C(NC1CCCCC1)C(c1ccc2ncccc2c1)N(Cc1ccco1)C(=O)c1ccc2c(c1)OCCO2 (configuration not stated)	4.5	12	-0.4	-6	i	33	-1	7	2	/
COc1ccc(C(=O)Nc2c(N)nc(SCC(=O)NCC3CCCO3)[nH]c2=O)cc1 (configuration not stated)	0.1	4	1.1	-22&-12	-0.2	5	-1	-7	0	-0.1
CC1CN(C(=O)CN2C(=O)NC3(CCCC3)C2=O)C(=Nc2cccc(S(=O)(=O)N(C)C)c2)S1 (configuration not stated)	1.0	25	-7.5	-11	i	/	3	5	/	0.8
COC(=O)c1ccc2nc(-c3ccc4c(c3)OCO4)cn2c1	-1.2	0	0.1	-14	6.1	8	-2	-15	-1	-0.1
Cc1onc(-c2ccccc2)c1-c1nnc(COC(=O)c2ccc(F)cc2)o1	/	28	-1.2	/	-0.1	/	-2	10	/	-7.6
COc1ccc(CN2CCN(C(C)C(=O)NC(C)c3ccc(F)cc3)CC2)cc1F (configuration not stated)	1.2	8	-0.5	-14	-0.2	12	3	-17	-5	0.2
CCOP(=O)(OCC)C(NC(=O)c1cccc2ccccc12)C(Cl)(Cl)Cl (configuration not stated)	-0.7	-9	-0.8	-2	-0.4	33	1	10	2	/
COc1ccc(CNC(=O)/C=C/c2ccc(OCCCF)cc2)cc1	0.4	23	-0.1	-9	i	10	-3	14	6	/
COc1ccc(-c2c(C)n([O-])c3c([n+]2=O)CCCC3)cc1	-0.2	1	-0.8	-13	-0.1	52*	3	-8	-1	/
CCOC(=O)C(=NCC1CCCO1)NNc1ccccc1Cl (configuration not stated)	0.6	0	-0.3	-14	i	-13	-9	15	4	-3.3

Full records, quoted from the list.
Cc1onc(-c2ccccc2)c1-c1nnc(COC(=O)c2ccc(F)cc2)o1 as listed: PfHsp40 rescue = /; Yp Topo-I inh = 28; BoNT-A LC inh2 = -1.2; PriA SSB inh = /; BH1578 lux ind = -0.1; DUSP3 inh = /; Anthrax LF prot = -2; CCHF vOTU inh = 10; 3CLpro inhibitor = /; TcdB GH inh = -7.6
COc1ccc(-c2c(C)n([O-])c3c([n+]2=O)CCCC3)cc1 as listed: PfHsp40 rescue = -0.2; Yp Topo-I inh = 1; BoNT-A LC inh2 = -0.8; PriA SSB inh = -13; BH1578 lux ind = -0.1; DUSP3 inh = 52*; Anthrax LF prot = 3; CCHF vOTU inh = -8; 3CLpro inhibitor = -1; TcdB GH inh = /

Next part.
SMILES	PfHsp40 rescue	Yp Topo-I inh	BoNT-A LC inh2	PriA SSB inh	BH1578 lux ind	DUSP3 inh	Anthrax LF prot	CCHF vOTU inh	3CLpro inhibitor	TcdB GH inh
O=C(CSc1nc2ccsc2c(=O)n1CC1CCC(C(=O)O)CC1)NCCc1ccc(Cl)cc1 (configuration not stated)	-0.2	13	-0.2	-19	i	25	-3	6	3	-0.4
COc1cccc(NC(=O)NNC(=O)CN2C(=O)COc3ccccc32)c1	1.3	6	-3.7	11	-3.1	26	15	-16	-1	-1.7
Cc1cc(C)c(N2C(=O)CCCC2=O)c(Cl)c1	-1.3	2	1.7	-5	i	1	-4	-2	0	1.5
CCN1CCN(C(=S)NC(=O)c2cccs2)CC1	0.3	1	0.2	-12	i	-8	-15	5	-4	0.3
Oc1ccc(/C=N/N2CCOCC2)c(O)c1O	0.9	0	-1.6	/	-0.3	22	-5	-3	-3	-5.3
O=C1CC[C@H](O)CCN1[C@H](CSc1ccccc1)Cc1ccccc1	-0.4	9	-0.1	-9	i	9	-1	3	-8	-0.2
O=C(CCC(=O)Nc1ccc(Oc2ccccc2)cc1)NCCO	-0.5	-5	1.4	-4	i	36	6	17	-1	/
Cc1cccc(N2CCN(C(=O)C3CCN(c4ncnc5c4nc4n5CCCCC4)CC3)CC2C)c1 (configuration not stated)	3.2	23	0.8	2	-0.3	21	-3	9	6	-1.9
O=C(CN1C(=O)NC(Cc2ccccc2)C1=O)Nc1ccccc1OC(F)F (configuration not stated)	-0.1	5	-0.1	0	i	/	-3	0	/	-0.8
Cc1ccc(S(=O)(=O)Cc2ccc(C(=O)N3CCN(c4cc(C)ccc4C)CC3)o2)cc1	-1.5	1	-0.6	-2	-0.7	18	2	12	-3	/
COc1cc(C(=O)NCCC(C)C)c([N+](=O)[O-])cc1OC	0.0	-9	-1.8	3	-0.9	10	-9	0	5	/
Cc1cccc(S(=O)(=O)N(C)C[C@@H]2OCc3cnnn3CCCC(=O)N([C@H](C)CO)C[C@@H]2C)c1	/	-1	-0.2	/	i	/	-5	4	/	0.7&-0.4&-0.7
CCOC(=O)C1CCN(c2cc(C)nc3cc(-c4cccc(F)c4)nn23)CC1	0.9	-7	-0.8	0	-1.0	-12	-3	-5	6	/
COc1ccc(C(C[N+](=O)[O-])c2c(-c3ccccc3)cc3ccccn23)cc1OC (configuration not stated)	2.5	5	0.9	6	i	11	11	-5	-1	/
O=C(CNC(=O)c1cccs1)OCC(=O)c1ccc([N+](=O)[O-])cc1	-0.6	2	2.2	-8	-0.7	10	-5	6	0	-0.2
Cc1nnn(-c2nonc2N)c1C(=O)NNC(=O)c1ccc(Cl)c(Cl)c1	0.0	-12	-0.6	-6	i	5	-4	-13	1	-0.3
CC1CCC(NC(=O)CCn2ccc3cc(S(=O)(=O)N4CCCC4)ccc32)CC1 (configuration not stated)	-1.3	2	-2.1	-10	-0.5	4	-5	-6	5	0.4
CC(C)(C)c1csc(NC2=NS(=O)(=O)c3ccccc32)n1	0.4	4	0.1	-1	1.7	10	-2	19	2	1.0
CCN1CCN(CCCNC(=O)C2CCN(c3nnc(-n4c(C)ccc4C)s3)CC2)CC1	-0.8	7	-0.2	-3	-0.2	25	-4	5	-1	-0.1
Fc1cccc(CNc2ncnc3cc(Cl)ccc23)c1F	-0.6	-5	-1.3	-5	-1.4	10	-1	-7	3	0.2
CNC(=O)NC(=S)NC(=O)c1ccc(OC)cc1	-0.4	2	-0.3	-6	-0.3	13	-2	1	-4	/
CC1(C)CC2CC(C)(CN2Cc2c(O)ccc3ccccc23)C1 (configuration not stated)	0.1	-5	-1.2	0	-0.7	18	-1	-9	3	1.4
Cc1cc(-c2ccccc2)nc2cc(C(=O)NCCCn3ccnc3)nn12	0.3	7	-0.5	-17	2.8	-9	-1	/	-5	/
Cc1ccc(S(=O)(=O)N2CCCCC2CCNC(=O)C(=O)NCc2cccnc2)cc1 (configuration not stated)	0.3	21	1.0	-5	2.4	/	0	-2	/	1.5
CCOC(=O)C1=C(C)N=c2s/c(=C/c3cccc([N+](=O)[O-])c3O)c(=O)n2C1c1ccc(OC)cc1OC (configuration not stated)	0.2	-13	-8.0	/	0.2	2	-20	-8	9	0.2
COc1ccc(CN(C)C(=O)COC(=O)c2ccc3c(c2)OCO3)cc1OC	1.7	0	-1.5	-1	2.7	4	1	-16	-4	/
CCCCCC1(C)NC(=S)N(c2ccccc2)N1 (configuration not stated)	2.6	-2	-0.8	-1	-0.3	-5	-7	-3	2	1.1
O=C(CSc1nc(-c2ccccc2)cc(C(F)(F)F)n1)c1cccc([N+](=O)[O-])c1	9.1	-3	-0.5	-6	-0.2	-12	-2	4	1	-0.4
CCOC(=O)C1C2C=CC(CC2)N1c1ccccc1 (configuration not stated)	0.2	-1	-0.3	-17	-9.1	/	0	10	/	0.2
COc1cc(/C=N\Nc2nc3ccccc3[nH]2)cc(OC)c1OC	-0.4	-4	-0.8	/	-0.1	17	-2	15	-2	/
N#CCc1nc2c3c4c(sc3ncn2n1)CCCC4	-0.5	-1	-0.2	-11	i	27	1	2	2	/
Cn1cnc([N+](=O)[O-])c1S(=O)(=O)Oc1ccccc1	1.5	4	-0.8	-9	-0.1	/	-4	8	/	0.6
CC1(C(=O)NS(=O)(=O)Cc2ccccc2)CCN1C(=O)Cc1ccccc1 (configuration not stated)	/	6	-0.3	/	-0.1	/	0	2	/	-0.2
O=C1[C@@H]2CSCN2C(=O)CN1Cc1ccc(F)cc1	0.5	-3	?	-2	1.3	11	3	1	3	-6.0
COc1ccc(NC(=O)CSc2nc3c(c(=O)n(C)c(=O)n3C)n2C)c(OC)c1	-1.4	7	-1.3	-10	-0.2	2	3	-3	-3	0.0
CN1C(=O)C2(c3ccccc31)N(C)CC(c1ccccc1)C21SC(=S)N(Cc2ccco2)C1=O (configuration not stated)	-0.1	3	-4.4	15	-0.4	29	-12	-7	0	/
COc1cc(C2C3=C(CC(c4ccco4)CC3=O)Nc3ccccc3N2C(C)=O)cc(OC)c1OC (configuration not stated)	-0.7	-11	-0.4	-7	i	26	4	-3	8	/
COc1cc2nc(NC(=O)c3ccccc3)[nH]c(=O)c2cc1OC	0.9	-8	-1.4	3	-0.2	-22	2	3	-2	/
O=C1NC[C@H](CCCCN2C[C@H](Cc3ccccc3)N(CCC3CCCCC3)C(=O)C2=O)N(CC2CCCCC2)C1=O	/	/	-0.3	/	/	/	-3	10	/	1.2
Cc1cccc(C(=O)NN(C)c2nc(-c3ccccc3)nnc2C(F)(F)F)c1	-0.1	13	-0.9	2	-0.3	28	-7	-6	-6	/
Cc1cc(C)c2c(-n3cccc3)c(C(=O)NNS(=O)(=O)c3ccc(Cl)cc3)sc2n1	7.9	20	0.1	10	-0.2	19	-2	9	3	/
O=C(COC(=O)c1cc(-c2cccs2)nn1-c1ccccc1)Nc1cc([N+](=O)[O-])ccc1Cl	0.1	-4	0.2	-17	0.8	-4	0	-14	3	1.5
CCn1ncc([C@@H]2C[C@H]3CN(Cc4ccccc4C)C(=O)[C@]34CCCN24)c1C	0.5	-1	0.6	-6	0.6	21	1	-9	7	1.8
CCn1nnnc1SCC(=O)Nc1cc(C)on1	-0.8	4	-0.4	-7	-0.3	22	-1	2	2	/
Cc1cc(C)n(-c2nc3ccccc3c(=O)n2OCc2ccc(Cl)cc2)n1	0.6	-1	?	-12	-1.4	35	-2	1	-4	/
CCCc1cc(=O)oc2cc(C)cc(OCC(=O)NCCCN3CCCC3=O)c12	1.5	3	-0.4	19	i	4	-1	-12	-4	-0.9
CCOc1ccc(NC(C(=O)Nc2cccc(C(C)=O)c2)c2ccccc2)cc1 (configuration not stated)	-0.5	7	2.4	34	-0.2	22	-5	12	1	1.1
COc1ccc(-c2cnc3c(NC=O)cc(-c4ccc(S(C)(=O)=O)cc4)cn23)cc1OC	/	19	0.1	/	-1.1	/	0	-6	/	0.0
CC1Cc2cc(S(=O)(=O)N3CCN(c4ccccc4)CC3)ccc2N1C(=O)C1CC1 (configuration not stated)	0.3	-3	-3.1	-14	i	-20	7	-8	5	0.4
c1ccc(CCCc2nc(-c3ccccn3)no2)cc1	?	-3	-0.9	-10	-0.9	5	-2	-9	-1	/

(more compounds)
SMILES	PfHsp40 rescue	Yp Topo-I inh	BoNT-A LC inh2	PriA SSB inh	BH1578 lux ind	DUSP3 inh	Anthrax LF prot	CCHF vOTU inh	3CLpro inhibitor	TcdB GH inh
Clc1ccc2c(NCc3ccccn3)ccnc2c1	0.3	4	2.3	-2	i	/	-6	0	-14	4.1
CC1CCCN(C(=O)CN(c2ccccc2)S(=O)(=O)c2ccc(F)cc2)C1 (configuration not stated)	2.8	5	2.0	-5	-1.6	/	2	12	/	0.3
CCc1ccc(Oc2ncnc(N)c2[N+](=O)[O-])cc1	-1.1	8	-0.4	-5	-0.3	13	-2	0	-1	1.2
COC(=O)N1C(=O)[C@@](c2ccccc2)(C(C)C)N1C(=O)OC	1.4	-5	-0.6	-1	i	25	-4	/	0	/
Cc1nnsc1C(=O)Nc1ccc(S(=O)(=O)N2CCC(C)CC2)cc1	-0.8	5	1.7	1	-0.3	21	-4	12	5	3.6
O=C(CCNC(=O)c1ccco1)Nc1ccc(F)c(Cl)c1	0.4	2	2.8	-11	-0.3	25	14	-11	1	0.3
C=CCN(C(=O)c1csnn1)C(C(=O)NCc1ccc(F)cc1)c1ccc(F)cc1 (configuration not stated)	1.9	5	0.2	-6	i	-4	1	10	2	-1.6
